b-catenin transl = alters nuclear translocation of beta-catenin in HeLa cells; immunofluorescence imaging; nuclear translocation activity, % at 5 µM; hit rate 0.3% among 190,000;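 active = nuclear translocation activity above 50% at 5 µM, with a well cell count of 50 or more; inconclusive = wells under 50 cells across six images, flagged as toxic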;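 note: per-cell ratio of nuclear to cytoplasmic median beta-catenin stain intensity; plate controls were DMSO negative control for no effect and GSK-3 inhibitor IX positive control for full effect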
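System: Human HeLa cells, endogenous beta-catenin | Compound dosing: 5 µM primary, 0.02–20 µM confirmation | Timing: 24 h compound exposure at 37°C, 5% CO2 | Measured by: Fluorescence imaging of beta-catenin antibody stain plus DAPI | Read-out basis: % activation of per-cell nuclear versus cytoplasmic median beta-catenin signal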
Ins promoter up = MIN6 insulin promoter up-regulation; z-score at 5 µM; MIN6 insulin promoter-GFP reporter, high-content imaging; active compounds read high; hit rate 0.3% among 190,000;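 active = z-score above 3 at 5 µM with at least 500 cells counted in the well; inconclusive = wells under 500 cells, flagged as cytotoxic or low count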
Myeloid diff 2 = compounds promoting myeloid differentiation | ER-HoxA9 myeloid progenitors, lysozyme-GFP differentiation, flow cytometry | calls only at 10 µM | hit rate 1% among 360,000;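 active = normalized GFP-positive differentiation at or above the plate's own cutoff, the solvent-only control mean plus 3 SD; inconclusive = no clear call, values can overlap the other calls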;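 note: cells exposed to compound for four days before flow analysis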
Lipid droplet = modulators of hepatic lipid droplet formation; hit rate 0.4% among 240,000; AML12 mouse hepatocytes, oleate lipid droplets, BODIPY imaging; inhibition, % at 6.5 µM;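 active = lipid droplet intensity inhibited by at least 50%, with more than 500 cells counted; inconclusive = wells with under 300 cells, treated as cytotoxic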
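System: AML12 hepatocytes (mouse). Probe or stimulus: oleic acid at 100 µM to induce lipid droplet formation. Times: overnight treatment with compound plus oleate. Detection: Image-based BODIPY and DAPI two-channel analysis. Evaluation: percent inhibition of filter-corrected integrated lipid droplet intensity per well.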
West Nile virus CPE = West Nile virus antiviral activity, cell-based, CPE readout (AID 1621) | CPE inhibition, % at 10 µM, or IC50 in µM where a hit was titrated | West Nile virus-infected cells, CPE inhibition; higher % means a stronger effect | hit rate 0.02% among 290,000; in the data active = a potency from the dose series; inconclusive = CPE inhibition mostly from about 3.7% at the one dose, without a potency; inactive = the rest, 99 in 100 with CPE inhibition below about 2.2%; note: strong numbers were not always called active
T cell HTS = modulates CD8 T cell binding to vesicles. calls only at 7 µM. hit rate 0.068% among 330,000. 2C CD8+ T cell-vesicle binding, flow cytometry; active compounds read low. AID 2052;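 active = response, share of CD8 T cells binding vesicles, and their 90th percentile fluorescence all below set limits, cut at about 80% in these data, passing the limit was not always enough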
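Assay system: 2C TCR transgenic mouse naive CD8+ T cells, MACS-purified | Read-out: CD8+ gate FL2 mean fluorescence as % of same-row positive control | Signal: High-throughput flow cytometry with anti-B7-1 and anti-CD8 staining | Timing: Binding step 1.5 h, 37 °C, antibody labelling 20 min, ice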
WT yeast gro inh = growth inhibition of WT yeast, mitochondrial fusion screen; inhibition, % at 10 µM; hit rate 2.1% among 190,000; AID 1362; mitochondrial fusion phenotypic screen, WT strain; in the data active = inhibition above about 58%; tested in S. cerevisiae
MT stabilizer = microtubule stabilization, imaging screen | % tubulin-high responders, % at 10 µM | AID 2205 | hit rate 0.83% among 200,000 | HeLa tubulin immunostaining HCS, 24 h; share of cells brighter than vehicle mean+2SD;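 active = plate Z-score above 3 for both tubulin-high and condensed-nucleus cell shares, with cell loss under 80%, at 10 µM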;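 note: anti alpha tubulin signal scored within the nucleus-defined area of each cell; some results filed as inactive read as strong as hits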
Autophagy HCS = modulators of autophagy. calls only at 10 µM (by protocol). AID 463193. hit rate 0.98% among 190,000. MEF GFP-LC3 puncta imaging; test concentration mostly 10 µM;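 active = percentage of spot-positive cells more than 3 SD above its plate mean, without a fluorescence outlier flag or 80% toxicity; inconclusive = no clear call, values can overlap the other calls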;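 note: spot-positive cell cutoff set from DMSO-treated cells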
WT yeast gro inh mutant strain = recorded beside WT yeast gro inh, whose call it bears; inhibition, %; mitochondrial fusion phenotypic screen, mutant strain inhibition
Ins promoter up cell count = also measured in Ins promoter up; calls as there; cell count; measured here: cytotoxicity, nuclei count;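 total cells summed across four imaged fields per well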
Lipid droplet cells 6.5 µM = recorded beside Lipid droplet, whose call it bears; cell count; measured here: cell count, cytotoxicity flag;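 cells counted across two imaged fields per well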
b-catenin transl cell count 5 µM = second read-out of b-catenin transl, no call of its own (marks repeat the call); cell count; measured here: cell count, cytotoxicity flag
T cell HTS vesicle-bound % = also measured in T cell HTS; calls as there; double positive events, %; measured here: CD8+ vesicle-bound cell fraction;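 binding gate set so that unloaded-vesicle control wells show 10% double positive cells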
MT stabilizer Hoechst-high % = further read-out of MT stabilizer, marked with its call; % Hoechst-high responders; measured here: nuclear condensation Hoechst responders;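 share of cells brighter than vehicle mean plus two SD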
MT stabilizer cytotoxicity % = further read-out of MT stabilizer, marked with its call; toxicity, %; measured here: cytotoxicity by cell density;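 0% = mean cell density of plate MIN control wells and 100% = no cells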
Autophagy HCS cell loss 18 h = recorded beside Autophagy HCS, whose call it bears; toxicity, %; measured here: cell loss, nuclei count;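 cell loss after 18 h compound exposure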
Myeloid diff 2 GFP+ MAC1+ % = second read-out of Myeloid diff 2, no call of its own (marks repeat the call); GFP+ MAC1+ double positive, %; measured here: differentiation confirmed by MAC1 staining
* = called active by the depositor; i = inactive; u = inconclusive; x = no result given; & = joins results of further samples.

canonical_smiles	b-catenin transl	b-catenin transl cell count 5 µM	Ins promoter up	Ins promoter up cell count	Myeloid diff 2	Myeloid diff 2 GFP+ MAC1+ %	Lipid droplet	Lipid droplet cells 6.5 µM	West Nile virus CPE	T cell HTS	T cell HTS vesicle-bound %	WT yeast gro inh	WT yeast gro inh mutant strain	MT stabilizer	MT stabilizer Hoechst-high %	MT stabilizer cytotoxicity %	Autophagy HCS	Autophagy HCS cell loss 18 h
Cc1cc(C)n2nc(-c3cccc(Br)c3)cc2n1	x	x	x	x	i	2.2	-3	772	-1.0%	i	32	x	x	x	x	x	x	x
O=C(CSc1n[nH]c(-c2cccnc2)n1)Nc1ccc(Cl)cc1	x	x	x	x	i	0.2	-2	826	-0.1%	i	19	x	x	x	x	x	x	x
O=C(CNCc1ccccc1)Nc1ccccc1-c1ccccc1	1.0	568	-0.21	1308	i	0.3	4	634	-0.9%	i	59	7	2	4.9	3.3	6.6	i	-6
COc1ccccc1/C=C1\CCC(C2CCCC2)C1=O (stereo not drawn)	x	x	x	x	i	0.1	-7	827	0.9%	i	48	x	x	x	x	x	x	x
O=S(=O)(c1ccccc1)c1nc(-c2cccs2)oc1NCCCn1ccnc1	x	x	0.04	1355	i	0.7	-12	649	-0.3%	i	25	16	23	2.3	1.7	4.2	i	-4
O=C(Cc1ccc(Cl)cc1)Nc1ccc(N2CCCC2)cc1	1.9	934	1.5	798	i	0.4	15	840	0.6%	i	59	14	15	1.3	1.8	8.8	i	-4
COCC1CCN(C(=O)c2ccc(OC3CCN(Cc4ccccn4)CC3)cc2)C1 (stereo not drawn)	x	x	x	x	i	1.8	-6	656	0.1%	i	25	x	x	x	x	x	x	x
COc1ccc(NC2=CC(c3cccc(OC)c3)N(c3ccc(OC)cc3)C2=O)cc1 (stereo not drawn)	-5.2	568	-0.26	1199	i	0.2	-12	604	-0.2%	i	45	2	6	4.1	1.7	2.2	i	28
CCCCCn1ccc(=O)c2c(C(F)(F)F)nccc21	0.3	973	x	x	i	0.9	-52	710	-1.0%	i	28	-17	-13	2.0	1.5	4.4	i	12
COc1ccc(N2C(=O)C(CC(=O)Nc3ccc(Cl)cc3)N(NC(=O)c3cccc(F)c3)C2=S)cc1 (stereo not drawn)	0.2	1231	-0.53	1037	i	0.3	7	693	-0.2%	i	35	x	x	x	x	x	x	x
CCn1cnc2sc(C)c(C)c2c1=O	-6.6	1179	-0.77	1016	x	x	0	799	0.7%	x	x	-17	-1	2.7	1.4	0.4	i	2
COc1cccc(-c2nnc3sc(-c4ccccn4)nn23)c1	2.0	1048	-0.19	1242	i	2.9	x	x	0.1%	i	33	22	12	2.9	2.0	10	i	7
COc1ccc(CCN2CC(C(=O)NCCc3ccc(C(F)(F)F)cc3)CCC2=O)cc1 (stereo not drawn)	x	x	x	x	i	8.9	0	748	-1.2%	i	9	x	x	x	x	x	x	x
COC(=O)/N=C(/Cc1ccc(OC)cc1)c1ccc(OC)cc1	x	x	x	x	i	1.2	-6	775	-0.4%	i	33	x	x	x	x	x	x	x
O=C(/C=C/c1cn(CC(O)CN2CCCCC2)c2ccccc12)c1ccccc1 (stereo not drawn)	0.4	1270	0.77	1002	i	0.3	-6	714	u	x	x	x	x	x	x	x	x	x
Cc1nc2ccc(F)cc2cc1C(=O)NC(C)C	0.7	1145	0.28	1270	i	5.9	x	x	0.3%	i	52	-2	-10	2.8	3.2	7.3	i	2
O=C(c1ccc2c(c1)OCO2)N(Cc1ccco1)C1(C(=O)NC2CCCCC2)CCCCC1	x	x	0.14	797	i	1.0	-12	767	0.1%	i	48	59*	7.0*	4.1	1.4	6.0	i	-6
CC(=O)c1c(C)[nH]c(C(=O)CSc2nnc(C)s2)c1C	0.0	1110	-0.38	1175	i	1.3	4	735	-0.7%	i	40	2	2	1.0	1.3	4.4	i	21
CCOC(=O)c1nn(-c2ccc(Cl)cc2)c2nc(Nc3ccccc3)cc(=O)n12	-0.1	1280	-0.97	932	i	0.6	-5	754	x	i	48	8	-15	1.6	1.1	3.8	i	3
CSc1c(-c2ccccn2)c(N)nn1C(=O)C1CC1	0.4	1171	-0.07	1388	i	0.5	11	725	-0.8%	i	20	x	x	x	x	x	x	x
COc1ccc(OCCn2c(=N)n(CCO)c3ccccc32)cc1	-6.2	979	1.3	1033	i	1.7	x	x	-0.3%	i	30	x	x	1.5	1.7	14	i	-21
CCCOc1ccc(/C=C/C(=O)Nc2ccc([N+](=O)[O-])cc2C)cc1	1.4	1312	-0.9	1086	i	2.0	x	x	-0.2%	i	48	15	10	2.1	1.0	5.4	i	1
Cc1ccc(N(CC(=O)NN=C2CCN(C)CC2)S(=O)(=O)c2ccccc2)c(C)c1	-0.6	1121	-0.33	1544	i	0.5	-6	675	0.2%	i	37	-4	4	2.6	1.3	9.3	i	2
Cc1ccc(CN2C3CCCC2CC(NC(=O)c2ccc(C)cc2)C3)cc1 (stereo not drawn)	0.2	1451	-0.35	1462	i	0.1	0	683	-0.9%	i	31	-10	8	5.1	1.4	8.8	i	10
CC(=O)c1c(O)ccc2c(-c3ccccc3)cc(=O)oc12	-3.1	548	0.21	1184	i	0.2	0	662	-0.3%	i	44	13	0	2.3	2.7	4.8	i	11
CCCCCCC1CC(CSc2ncn[nH]2)OC1=O (stereo not drawn)	-3.5	954	0.53	1242	i	0.6	x	x	0.4%	i	44	26	27	1.5	3.3	7.9	i	3
CCOC(=O)c1cc(-c2ccccc2)sc1NC(=O)CC	6.9	1071	-1.6	1026	i	0.4	17	725	0.8%	i	39	6	-12	4.1	3.1	7.6	i	0
O=C1CSC(=Nc2cccc(Cl)c2Cl)N1	x	x	x	x	i	0.7	-10	760	0.3%	i	58	x	x	x	x	x	x	x
COC/C=C/C1=CC2=CC(=O)C(C)(OC(=O)c3cnc4ccccc4n3)C(=O)C2=CN1CCCCO (stereo not drawn)	0.6	1159	x	x	i	1.7	-3	752	-0.3%	i	18	x	x	x	x	x	x	x
CN1CCN(C(=O)CCCOc2cc(=O)n(C)c3ccccc23)CC1	-7.5	1175	0.23	911	i	1.3	2	758	0.4%	i	27	-13	0	3.5	1.7	4.9	i	7

Limited to MT stabilizer, MT stabilizer cytotoxicity % and T cell HTS, for some of the entries so far:
| Compound | MT stabilizer | MT stabilizer cytotoxicity % | T cell HTS |
| --- | --- | --- | --- |
| O=C1CSC(=Nc2cccc(Cl)c2Cl)N1 | x | x | i |
| COc1ccc(OCCn2c(=N)n(CCO)c3ccccc32)cc1 | 1.5 | 14 | i |

The list goes on.
canonical_smiles	b-catenin transl	b-catenin transl cell count 5 µM	Ins promoter up	Ins promoter up cell count	Myeloid diff 2	Myeloid diff 2 GFP+ MAC1+ %	Lipid droplet	Lipid droplet cells 6.5 µM	West Nile virus CPE	T cell HTS	T cell HTS vesicle-bound %	WT yeast gro inh	WT yeast gro inh mutant strain	MT stabilizer	MT stabilizer Hoechst-high %	MT stabilizer cytotoxicity %	Autophagy HCS	Autophagy HCS cell loss 18 h
CCC(C)NC(=O)C1CCN(S(=O)(=O)c2cc([N+](=O)[O-])ccc2Cl)CC1 (stereo not drawn)	1.4	1316	-0.37	1090	i	0.5	1	658	0.1%	i	32	x	x	x	x	x	x	x
Cc1cccc(C(=O)NC(=S)N(C)C2CCCCC2)c1	x	x	x	x	i	0.2	-9	860	-0.5%	i	10	x	x	x	x	x	x	x
Cc1cc(/C=N/Nc2ncnc(N)c2[N+](=O)[O-])c(C)n1-c1ccccc1	-1.9	1367	-1.1	882	i	0.0	-1	672	0.0%	i	35	x	x	x	x	x	x	x
CC(=O)Nc1cn(C(C)=O)c(C)n1	x	x	0.44	1268	x	x	1	728	-0.1%	i	39	4	17	7.4	2.2	5.4	i	27
O=C(CCCCCN1C(=O)c2cccc3cccc(c23)C1=O)NCc1cccnc1	3.5	1102	-0.01	1408	i	0.5	-21	762	-0.1%	i	20	x	x	x	x	x	x	x
CCOC(=O)C1=C(C)N=C2c3ccccc3C(=O)C2C1c1ccc(Br)cc1 (stereo not drawn)	0.2	1128	-0.47	1495	x	x	0	659	-0.4%	i	41	39	6	4.1	3.3	8.8	i	-12
CCOC(=O)C1CN(S(=O)(=O)c2ccc(F)cc2)C1	x	x	x	x	i	0.8	x	x	0.2%	i	44	1	-12	3.6	2.1	4.0	i	-15
CCCN1CCN(CCCNC(=O)CCn2nc(-c3ccccc3)ccc2=O)CC1	0.4	1057	-0.56	1286	i	0.1	-3	725	-0.1%	i	32	10	17	1.9	1.6	12	i	-12
CCOc1ccc(-n2c(C)cc(/C=N/NC(=O)C(N)=O)c2C)cc1	-0.1	1029	-0.43	1518	i	0.4	0	694	-0.3%	i	34	-5	-10	3.1	2.8	6.3	i	23
COc1ccc(OCc2nc(-c3ccc(F)c(F)c3)cs2)cc1	-1.4	1102	-0.37	1420	i	1.1	35	653	0.3%	i	50	x	x	x	x	x	x	x
C[C@]12C=CC(=O)C=C1CC[C@@H]1[C@@H]2C(=O)C[C@@]2(C)[C@H]1CC[C@]2(O)C(=O)CO	x	x	x	x	i	1.8&1.6	3	803	1.0%	i	27&54	x	x	x	x	x	x	x
Brc1cccc(OCCn2ccnc2)c1	x	x	0.44	812	i	1.3	24	775	-0.6%	i	10	0	-11	0.8	0.9	2.3	i	1
COc1ccc(OCC(O)CNCCNc2nccc(C(F)(F)F)n2)cc1 (stereo not drawn)	1.0	1249	0.29	1079	u	x	-14	710	-0.4%	i	34	x	x	x	x	x	x	x
N#C/C(=N\Nc1ccc(Cl)cc1)C(=O)c1ccccc1	10	786	-0.76	875	i	0.4	-17	686	-0.9%	i	54	x	x	1.8	0.6	1.6	i	16
